From PubChem BioAssay
KDM5B inh: KDM5B demethylase inhibition. Q9UGL1. KDM5B demethylase, FDH-coupled NADH fluorescence (FDH is formaldehyde dehydrogenase). Potency, µM (top dose mostly 57.7 µM), for the others: top-dose activity change, negative = inhibition, most hits filed as inhibitors. 220,000 tested, 2.6% active; active = well fitted inhibition curve with a large enough effect; inconclusive = small, poorly fitted or top-dose-only effect; inactive = no such curve, though single readings can be large or run the other way; also: 0% is about no effect; nearly all actives have a fitted effect of over 70% in size
Target sequence (Q9UGL1 whole entry, looked up): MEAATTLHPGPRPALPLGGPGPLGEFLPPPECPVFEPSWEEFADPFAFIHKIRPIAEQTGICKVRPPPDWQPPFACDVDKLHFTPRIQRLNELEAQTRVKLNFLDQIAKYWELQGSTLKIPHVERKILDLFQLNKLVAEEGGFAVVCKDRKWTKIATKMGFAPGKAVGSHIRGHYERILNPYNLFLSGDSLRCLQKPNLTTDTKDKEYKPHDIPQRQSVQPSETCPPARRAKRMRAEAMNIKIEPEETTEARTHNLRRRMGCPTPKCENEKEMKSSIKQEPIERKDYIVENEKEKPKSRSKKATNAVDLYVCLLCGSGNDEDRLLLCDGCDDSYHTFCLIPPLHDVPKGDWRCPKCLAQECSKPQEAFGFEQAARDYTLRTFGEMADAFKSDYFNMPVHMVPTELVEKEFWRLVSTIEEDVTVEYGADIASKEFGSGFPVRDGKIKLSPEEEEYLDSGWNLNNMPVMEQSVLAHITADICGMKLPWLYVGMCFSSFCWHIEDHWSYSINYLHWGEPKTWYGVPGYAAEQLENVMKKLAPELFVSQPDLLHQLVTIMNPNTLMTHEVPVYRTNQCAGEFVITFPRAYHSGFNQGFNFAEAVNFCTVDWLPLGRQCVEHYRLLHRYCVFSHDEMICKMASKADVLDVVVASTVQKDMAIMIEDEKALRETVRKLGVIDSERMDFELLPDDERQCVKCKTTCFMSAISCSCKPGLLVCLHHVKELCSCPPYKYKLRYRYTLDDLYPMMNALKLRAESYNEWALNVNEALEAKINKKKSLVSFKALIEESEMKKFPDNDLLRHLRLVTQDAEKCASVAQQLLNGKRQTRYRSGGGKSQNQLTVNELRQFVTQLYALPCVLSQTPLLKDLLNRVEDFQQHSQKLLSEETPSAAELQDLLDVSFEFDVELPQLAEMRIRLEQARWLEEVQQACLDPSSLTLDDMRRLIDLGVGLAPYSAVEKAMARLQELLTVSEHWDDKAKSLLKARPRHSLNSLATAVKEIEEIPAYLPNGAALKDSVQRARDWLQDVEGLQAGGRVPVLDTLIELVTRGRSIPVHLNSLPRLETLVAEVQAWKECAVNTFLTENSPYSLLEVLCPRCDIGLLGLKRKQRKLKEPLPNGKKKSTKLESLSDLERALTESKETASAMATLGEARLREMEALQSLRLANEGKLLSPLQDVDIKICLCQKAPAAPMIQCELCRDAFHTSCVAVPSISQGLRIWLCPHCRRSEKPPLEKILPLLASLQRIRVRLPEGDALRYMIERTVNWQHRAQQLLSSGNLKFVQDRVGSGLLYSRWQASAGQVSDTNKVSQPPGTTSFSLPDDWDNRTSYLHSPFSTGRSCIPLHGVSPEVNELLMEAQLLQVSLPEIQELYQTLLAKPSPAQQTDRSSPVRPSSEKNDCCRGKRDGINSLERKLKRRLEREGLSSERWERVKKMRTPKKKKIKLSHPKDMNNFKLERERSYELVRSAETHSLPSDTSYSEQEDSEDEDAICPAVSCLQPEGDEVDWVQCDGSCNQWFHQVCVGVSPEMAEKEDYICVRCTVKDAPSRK
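KDM5BΔAP (200 nM final) in 50 mM HEPES pH 7.5, 0.01% Tween-20 was preincubated 10 min at RT with compound over a concentration range. Substrate mix (H3K4me3 12.5 µM, α-KG 25 µM, Fe²⁺, ascorbate, NAD⁺, FDH) was added, and NADH fluorescence change over 30 min gave dose-response curves.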
Active calls of the source: *; i = inactive; ? = inconclusive; [ ] = another dose, or the depositor's remark. Potency is read from the fitted curve at half-maximal effect. Some of the compounds tested; rates above refer to the full screens.

Preview:
Structure | KDM5B inh
CCOc1ccc(-c2cc3c(=O)n(Cc4nc(-c5ccc(OC)cc5OC)oc4C)ccn3n2)cc1Cl | ?
Cc1cc(C(=O)Cn2c(=O)c3c(ncn3CCC(C)C)n(Cc3ccccc3)c2=O)c(C)n1C | -8.4%
COc1ccc(-n2nc3c(c2NC(=O)c2ccccc2S(=O)(=O)C(F)F)CS(=O)(=O)C3)cc1 | -9.6%

This part in full, previewed entries included:
Structure | KDM5B inh
CCOc1ccc(-c2cc3c(=O)n(Cc4nc(-c5ccc(OC)cc5OC)oc4C)ccn3n2)cc1Cl | ?
Cc1cc(C(=O)Cn2c(=O)c3c(ncn3CCC(C)C)n(Cc3ccccc3)c2=O)c(C)n1C | -8.4%
COc1ccc(-n2nc3c(c2NC(=O)c2ccccc2S(=O)(=O)C(F)F)CS(=O)(=O)C3)cc1 | -9.6%
CCN1CCC(N(Cc2ccc3c(c2)OCO3)C(=O)Nc2ccc(OC)cc2OC)CC1 | -4.3%
O=C(CC1CCCC1)NCCc1noc(-c2cccnc2)n1 | -10.1%
C=CCNC(=O)N1CCOC(CN(CC(C)C)C(=O)c2cccc(OC)c2)C1 (centres undefined) | 13.7%
Cc1ccc(-c2nnn(CC(=O)N3N=C(c4cccs4)CC3c3cccs3)n2)cc1 (centres undefined) | ?
N#Cc1c[nH]n2c(NC3CCCCC3)c(-c3ccccc3F)nc12 | ?
Cc1c(NC(=O)c2ccc([N+](=O)[O-])o2)cccc1-c1nc2ccccc2o1 | 10.1%
CC(C)CNC(=O)c1nnn2c1COC(c1ccc(Br)cc1)C2 (centres undefined) | 0.2%
Cn1nc(C2CCCN(C(=O)Cc3ccccc3)C2)n(Cc2ccccc2)c1=O (centres undefined) | -1.3%
Cc1cc(CN2CCN(Cc3nc(C(C)C)no3)CC2)on1 | 13.7%
CCCc1c(C(=O)OCC)[nH]c2c1C(=O)CC(c1ccc(F)cc1)C2 (centres undefined) | 3.1%
O=C1NC2(CCCN(C(=O)c3cccnc3)C2)Oc2ccccc21 (centres undefined) | 2.6%[86.2 µM]
Cc1cc(C)cc(NC(=O)CSc2oc(-c3cccs3)nc2S(=O)(=O)c2ccccc2)c1 | 263.6%[activator]
CCc1ccc(CN2CCCC23Cc2ccccc2CNC3=O)s1 (centres undefined) | -11.8%[149 µM]
CCCn1nc(C)c(NC(=O)CC[C@H]2NC(=O)c3ccccc3NC2=O)c1C | 9.8%
COc1ccc(CNC(=O)c2cccc3c2CCN3C(=O)c2ccc(F)cc2)cc1 | 8.8%
COC(=O)C1=C(C)N(c2ccc(F)cc2)C(=O)CC1C(=O)Nc1ccc(F)cc1 (centres undefined) | 11.9%
CC(C)C(NC(=O)c1ccccc1)c1nnc(SCC(=O)c2ccc(F)cc2)n1C (centres undefined) | -12.6%
CCn1nnnc1SCC(=O)NC1Cc2ccccc2C1 | 28.4%
Cc1cn(C)c(CC(=O)Nc2cccc(C#N)c2)c1C(=O)O | 7.0%
CC(C)(CO)NC(=O)c1ccc(Cl)cc1 | 16.7%
CCC1CCCCN1S(=O)(=O)c1cc2c3c(c1)CC(=O)N3CCC2 (centres undefined) | -16.6%
CN(C)C(=O)COc1ccccc1-c1noc(-c2ccc(S(=O)(=O)NC3CC3)o2)n1 | -13.0%
CCC(=O)Nc1ccc2oc(-c3cccc4c(Cl)cccc34)nc2c1 | ?
Cc1[nH]c(C#N)c(C)c1C=O | 15.3%
COc1ccc(/C=C/c2nnc(NC(C)=O)s2)cc1 | ?
COc1ccc(C2C(C(C)=O)=C(C)Oc3ncn4nc(-c5cccnc5)nc4c32)cc1 (centres undefined) | 15.2%
CSc1cccc(NC(=O)c2n[nH]c(=O)c3ccccc23)c1 | -6.9%
Cc1noc(C)c1[S+](=O)([O-])N1CCc2nc(C(C)C)nc(-c3ccc(Cl)cc3)c2C1 | 2.0%
CCc1ccccc1NC(=O)c1ccc2c(Cl)c3c(nc2c1)CCCC3 | 15.0%
COc1ccc(-c2nc(S(=O)(=O)c3ccccc3)c(N3CCCCC3)o2)cc1 | ?
Cc1cc(C)n(-c2ccc(=O)n(CC(=O)Nc3ccccc3)n2)n1 | 9.2%
O=C(NCCc1cccnc1)c1ccc(F)cc1F | 21.5%
CCC(NCc1ccc(C(N)=O)cc1)c1ccc(Cl)cc1 (centres undefined) | 17.6%
Cc1ccccc1CSc1ncc(CO)n1Cc1ccc(F)cc1 | -5.2%
COc1ccc(-c2noc(COC(=O)c3nn(C)c4ccccc34)n2)cc1 | ?
CCN1c2cc(C(=O)N3CCN(c4ccccc4)CC3)ccc2C(=O)N2CCCCC21 (centres undefined) | ?
COc1ccc(C(=O)OCC(=O)Nc2ccccc2)c(C)c1 | 2.6%
CC(=O)c1c(C)[nH]c(C(=O)C(C)Sc2ccccc2Cl)c1C (centres undefined) | 1.7%
COCCN1CCOC2(CCN([S+](=O)([O-])c3cccc(C)c3)CC2)C1=O | 0.2%[86.2 µM]
O=C(c1cc(-c2cccs2)on1)N1CCCC1c1cccc(F)c1 (centres undefined) | 2.7%
CCOc1ccc2c(n1)CCN(C(=O)COc1cccc(C)c1)C2 | -18.1%
COc1ccc(-c2coc3c(C)c(OCCN4CCC(C)CC4)ccc3c2=O)cc1 | -25.5%
O=C(NCc1cccc(F)c1)c1cccc(NC(=O)c2nsc3ccccc23)c1 | i
COc1cccc(CNC(=O)CN2N=C(c3ccc(C)cc3)CCC2=O)c1 | -21.2%
FC(F)(F)c1ccc2nnc(SCc3c(Cl)cccc3Cl)n2c1 | 156.3%[activator]
CC(C)C(=O)Nc1ccc(C2(C(=O)NC3CC3)CCCCC2)cc1 | 9.3%
Cn1ncc2c(C(=O)N3CCN(c4ncccn4)CC3)cc(-c3ccc(Cl)nc3)nc21 | -22.3%[115 µM]

The list continues:
Structure | KDM5B inh
NC(=O)c1ccccc1OCC(=O)Nc1ccc(Cl)c(Cl)c1 | 24.6%
CCOC(=O)c1ccc(NC(=O)CCCn2c(=O)c3cccn3c3cccnc32)cc1 | -29.8%
Cc1ccc(NC(=O)C2CC(=O)N(c3n[nH]c4ccccc34)C2)nc1 (centres undefined) | 11.4%
O=C(COCc1cc(-c2cccs2)on1)Nc1cccc(Cl)c1Cl | -16.4%
CCOc1ccc(CCNC(=O)C(C)n2nc(C)n3c(cc4sccc43)c2=O)cc1OCC (centres undefined) | 1.8%
Nc1nc(NCCCN2CCOCC2)nc(Nc2cccc(F)c2)c1[N+](=O)[O-] | 15.6%
COc1ccccc1NC(=O)c1cc(=O)c(OCc2ccc(Cl)cc2)co1 | 5.6%
COc1ccc(NC(=O)CN(Cc2ccccc2)S(=O)(=O)c2ccc3nc(C)sc3c2)cc1 | -10.3%
Cc1ccccc1CN1CCN(c2nc3c(c(=O)[nH]c(=O)n3C)n2Cc2ccc(F)cc2)CC1 | 4.3%
O=C(CN1CCN(c2nc(C(F)(F)F)nc3ccccc23)CC1)NC1CC1 | -7.8%
Cc1ccccc1NC(=O)Cn1cc(S(=O)(=O)N2CCCC2)c(S(=O)(=O)N2CCCC2)c1 | 4.4%[11.5 µM]
Cc1nn2c(NCCN(C)C)cc(C(C)C)nc2c1-c1ccccc1 | 3.5%
CC(Sc1ccc2c(c1)OCCCO2)C(=O)Nc1ccccc1-c1ccccc1 (centres undefined) | -5.9%
CC(C)Oc1ccc(-c2nc(N3CCCCC3)c3ccccc3n2)cc1 | 4.1%
Cc1ccc(NC(=O)NCC2CCOCC2)c(Cl)c1 | 16.5%
Cc1cc(C)cc(NC(=O)CCc2c(C)nc3c(c2C)c(=O)n(C)c(=O)n3C)c1 | ?
COc1ccc(C2=CC(c3cc(Br)ccc3F)n3c(nc4ccccc43)N2)cc1 (centres undefined) | -27.4%
COc1cc(/C=C/c2nc(C#N)c(NC3CC3)o2)cc(OC)c1OC | i
Cc1c(NC(=O)CSc2ccccc2F)c(=O)n(-c2ccccc2)n1C | 30.1%
O=C(NCC(c1cccnc1)N1CCc2ccccc21)C(=O)Nc1ccccc1F (centres undefined) | 3.7%
Cc1ccc(N2CCC(N)C2=O)cc1C (centres undefined) | 10.0%
COc1ccc(NC(=O)CSc2nc3ncccc3[nH]2)c(OC)c1 | 11.3%
COC[C@H]1CCCN1Cc1cn(-c2ccccc2)nc1-c1ccc(OC)cc1F | -21.4%
CCCCc1cc(C[C@@H]2C[C@H](NC(=O)C(C)(C)C)C2(C)C)no1 | 1.6%[86.2 µM]
CC(=O)Nc1ccc(-c2nn[nH]n2)cc1 | -7.1%
Cc1cc(=O)n2c3ccccc3n(CC(O)CNc3ccc(C(C)C)cc3)c2c1C#N (centres undefined) | 0.3%
CCOC(=O)CNC(=O)c1ccccc1OCC | 0.3%
COCCN(C)C[C@@H]1CN(C(=O)c2cc(F)cc(C#N)c2)C[C@@H]1CO | -8.3%
N#C/C(=C\c1cccn1-c1ccc(Br)cc1)c1ccc(F)cc1 | -1.3%
O=C(NCc1ccc(F)cc1Cl)C1CCN(c2cnc3nccnc3c2)CC1 | -10.9%
CCN1c2cc(C(=O)Nc3ccc(F)c(F)c3)ccc2C(=O)N2CCCCC21 (centres undefined) | ?
COCCc1noc([C@@H]2CN(Cc3ccc(C(C)C)cc3)C[C@H]2CO)n1 | -12.7%
COc1cccc(CNC(=O)[C@H](CC(C)C)NC(=O)N2CCn3c2nc2ccccc23)c1 | -4.5%
C=CCO[C@@H]1CCN2C(=O)c3cc(-c4cc(Cl)ccc4OC)ccc3NC(=O)[C@H]12 | ?
C/C(=N/Nc1ccc(Cl)cc1)c1ccc(Br)s1 | -12.7%
CC(C)CC(=O)Nc1ccc2oc(-c3ccc(F)cc3Cl)nc2c1 | ?
Cn1ccnc1C(=O)N1C[C@@H](Oc2ccccc2)C[C@H]1C(=O)NC1CC1 | -33.7%
O=C(Nc1ccc(S(=O)(=O)N2CCCCCC2)cc1)c1csnn1 | 16.2%
CCOC(=O)c1ccc(Oc2coc3cc(OC)ccc3c2=O)cc1 | -5.5%
Cc1ccc(NC(=O)CCCn2c(=O)c3cccn3c3cccnc32)c(Cl)c1 | -16.5%
O=C(NCc1cccnc1)c1ccc2c(c1)n(Cc1ccccc1)c(=O)c1ccnn12 | 28.2µM*
COc1ccccc1/C=C1\SC(=S)N(NS(=O)(=O)c2ccc(C)cc2)C1=O | -1.6%
COc1ccccc1C(=O)Nc1nc2cc3c(cc2s1)OCO3 | ?
COCc1ncc(C)n1C1CCN(C(=O)Cc2cccc(F)c2)CC1 | 4.5%
Cc1ccc(Nc2nc3ccccc3nc2NS(=O)(=O)c2ccc(F)cc2)cc1F | 4.0%
CCOc1ccc(C(=O)c2c(N)c(-c3nc(-c4ccc(OCC)cc4)cs3)c3ccccn23)cc1 | -6.3%
CCN1c2cc(C(=O)Nc3ccc(OC)c(OC)c3)ccc2C(=O)N2CCCCC21 (centres undefined) | ?
O=C(COC(=O)c1ccccc1Sc1ccc(C(F)(F)F)cc1[N+](=O)[O-])NC1CCCc2ccccc21 (centres undefined) | 3.0%
Cc1ccc(CN2C(=O)[C@@H]3C[C@@H](O)CN3C3(CN(Cc4ccncc4)C3)C2=O)o1 | ?
COc1ccccc1-c1cc(C(=O)NC2CC2)c2cnn(C)c2n1 | -18.6%[149 µM]

Three entries picked at random from those above:
Structure | KDM5B inh
CCOc1ccc(C(=O)c2c(N)c(-c3nc(-c4ccc(OCC)cc4)cs3)c3ccccn23)cc1 | -6.3%
COc1ccccc1-c1cc(C(=O)NC2CC2)c2cnn(C)c2n1 | -18.6%[149 µM]
COc1ccccc1C(=O)Nc1nc2cc3c(cc2s1)OCO3 | ?

Carrying on:
Structure | KDM5B inh
COc1ccccc1NC(=O)NC1CC(=O)N(Cc2cccc(F)c2)C1 (centres undefined) | -5.0%
Cc1nnc(NC(=O)CCc2ccc(-c3ccc(C)c(C)c3)o2)s1 | 13.6%
CCn1ccc2cc(S(=O)(=O)N3CCC(C(=O)NCCc4ccc(SC)cc4)CC3)ccc21 | ?
Cc1nsc(N)c1C#N | -16.4%
Cc1cc(OCC(=O)N(Cc2ccco2)C2CCS(=O)(=O)C2)cc(C)c1Cl (centres undefined) | -2.4%
Cc1cnc(C(=O)NC2C[C@H]3CC[C@@H](C2)N3C(=O)C2CCCCCC2)cn1 (some centres undefined) | 4.4%
O=C(NCC1CC1)Nc1cccs1 | 18.8%
COc1ccc(C(=O)N[C@@H]2CCC[C@@H]2C(=O)N(C)Cc2ccccc2)cc1 | 17.6%
COc1ccc(-c2cc(C[C@@H]3CC[C@H](O)[C@@H](CN(Cc4ccccc4OC)Cc4ccccc4OC)O3)no2)cc1 | -5.8%
CCc1cc(CC)n(-c2nc3c(c(=O)n(CC(N)=O)c(=O)n3C)n2C)n1 | 23.5%
COc1ccc(CN2C[C@@H]3C(=O)N(CCN4CCc5ccccc5C4)C(=O)[C@@H]3C2)cc1 | ?
Cc1nsc(N)c1C(=O)N(C)CCOc1ccccc1Cl | -24.4%
O=C(Nc1cccc(F)c1)C1(CCO)CC12CCOCC2 (centres undefined) | 31.5%
COc1ccc(C2C(C#N)=C(C)NC3=C2C(=O)CC(C)(C)C3)cc1OC (centres undefined) | -7.5%
O=C(NNC(=S)Nc1ccccc1)c1ccc(NC(=O)C2CC2)cc1 | 16.9%
COc1ccc2c(c1)c(C(=O)CN1CCc3ccccc3C1)c(C)n2C | ?
